Assay outcomes as filed in PubChem BioAssay.
SENP1 inh – human SENP1 catalytic domain inhibitors, primary screen, biochemical, FRET, uHTS; Sentrin-specific protease 1 (Homo sapiens), Q9P0U3; recombinant SENP1 catalytic domain, CyPet-SUMO1-YPet FRET cleavage; inhibition, % at 10 µM; 0.21% of 360,000 active;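 active means inhibition at least 30% at 10 µM, raw YFP signal under a set limit, fluorescence ratio 0.5 to 1.5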;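 further: 0% = enzyme with DMSO and 100% = no enzyme wells; some results filed as inactive read as strong as hits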
Target sequence (Q9P0U3 419-644 limits assumed): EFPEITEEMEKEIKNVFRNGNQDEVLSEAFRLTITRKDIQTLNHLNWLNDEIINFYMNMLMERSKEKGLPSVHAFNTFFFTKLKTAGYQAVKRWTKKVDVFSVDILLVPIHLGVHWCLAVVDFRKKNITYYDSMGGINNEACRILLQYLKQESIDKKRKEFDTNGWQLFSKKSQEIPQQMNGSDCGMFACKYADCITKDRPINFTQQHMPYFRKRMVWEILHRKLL
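material = recombinant human SENP1 catalytic domain, His6-tagged | quantity = 20 pM enzyme | reagent = 25 nM SUMO1 FRET substrate | compound dosing = 10 µM single point, 0.5% DMSO | timing = 50 min enzyme reaction, room temperature, light-protected | detection = FRET, CFP and YFP emission | control set = no-enzyme low, enzyme-DMSO high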
PfG6PD inh – PfG6PD enzyme inhibitors, primary screen, biochemical, fluorescence intensity, uHTS | PfGluPho enzyme, NADPH resazurin-diaphorase fluorescence | 0.78% of 350,000 active | AID 504690, 2011 | inhibition, % at 20 µM | glucose-6-phosphate dehydrogenase-6-phosphogluconolactonase (Plasmodium falciparum 3D7);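 active means inhibition reaching at least a set limit at 20 µM in the primary screen, cut at about 59% in these data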;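 further: 0% = DMSO wells with substrate and 100% = DMSO wells lacking glucose-6-phosphate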
MPTP inh – mitochondrial permeability transition pore inhibitors, primary screen, biochemical, isolated mouse mitochondria, absorbance; inhibition, % at 10 µM; Ca2+ swelling absorbance, 30 min; 1.4% of 360,000 active;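 active means inhibition of 50% or more, scaled per plate between neutral and stimulator controls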;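 further: 0% = DMSO wells given calcium and 100% = 1 mM EGTA wells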
NR3A LBD binder – binders of NR3A ligand-binding domain, primary screen, biophysical, differential scanning fluorimetry, uHTS; Tm shift relative to glycine control, % at 25 µM; NR3A LBD differential scanning fluorimetry, Tm shift; 0% = protein alone, 100% = glycine-bound protein; Glutamate receptor ionotropic, NMDA 3A (GRIN3A) ligand-binding domain; 2.5% of 340,000 active;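 active means melting temperature shift of at least 10% of the positive control shift, at one fixed dose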
SENP6 block – SENP6 protease inhibitors, primary screen, biochemical, luminescence, uHTS | inhibition, % at 10 µM | 1.8% of 330,000 active | Recombinant SENP6 catalytic domain, aminoluciferin luminescence | Sentrin-specific protease 6 (Homo sapiens), Q9GZR1;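 active means inhibition above about 50% at the single tested dose, limit read from the data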;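 further: plate controls were DMSO wells with enzyme for no effect and DMSO wells lacking enzyme for full effect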
Target sequence (Q9GZR1 628-1112 limits assumed): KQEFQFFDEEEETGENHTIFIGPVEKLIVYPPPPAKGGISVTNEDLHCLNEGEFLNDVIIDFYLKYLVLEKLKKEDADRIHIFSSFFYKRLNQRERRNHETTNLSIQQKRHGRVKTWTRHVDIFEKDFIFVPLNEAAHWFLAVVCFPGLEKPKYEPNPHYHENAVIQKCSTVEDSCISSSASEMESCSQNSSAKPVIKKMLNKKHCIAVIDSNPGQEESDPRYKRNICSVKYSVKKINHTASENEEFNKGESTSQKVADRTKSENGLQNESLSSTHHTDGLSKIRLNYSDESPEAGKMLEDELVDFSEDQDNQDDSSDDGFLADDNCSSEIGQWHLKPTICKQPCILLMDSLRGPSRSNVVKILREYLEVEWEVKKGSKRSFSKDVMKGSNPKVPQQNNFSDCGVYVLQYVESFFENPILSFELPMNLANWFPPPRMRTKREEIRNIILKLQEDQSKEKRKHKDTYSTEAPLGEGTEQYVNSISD
SENP8 block – human SENP8 protease inhibitors, primary screen, biochemical, fluorescence, Nedd8 protein substrate, uHTS; Sentrin-specific protease 8 (Homo sapiens), Q96LD8; recombinant SENP8; inhibition, % at 20 µM; 0.64% of 360,000 active; AID 602440, 2012; in the data active means inhibition mostly above about 40%, no sharp cut-off; inactive means mostly below about 27%
Target sequence (Q96LD8 whole entry, looked up): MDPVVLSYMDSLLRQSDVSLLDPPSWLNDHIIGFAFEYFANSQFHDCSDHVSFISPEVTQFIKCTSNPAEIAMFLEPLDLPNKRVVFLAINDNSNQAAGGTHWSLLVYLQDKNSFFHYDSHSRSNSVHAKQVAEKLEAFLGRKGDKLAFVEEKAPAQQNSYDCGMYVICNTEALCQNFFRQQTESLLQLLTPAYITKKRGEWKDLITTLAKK
ATG4B inh – ATG4B protease inhibitors, primary screen, biochemical, fluorescence, uHTS; AID 504462, 2011; inhibition, % at 8.33 µM; ATG4B cleavage of LC3-PLA2, NBD-HPC fluorescence, 1 h; Cysteine protease ATG4B (Homo sapiens), Q9Y4P1; 0.51% of 340,000 active; in the data active means inhibition above about 40%
hIAP activ – human IAP activators, primary screen, biochemical, luminescence, uHTS; Intestinal-type alkaline phosphatase (Homo sapiens), P09923; purified human IAP, CDP-Star luminescence, 30 min; stronger effect = higher value; 1 = vehicle-only enzyme, 0 = enzyme-free background; activation factor at 10 µM; 0.16% of 330,000 active; AID 2524, 2010;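 active means activation factor of the enzyme at least 2-fold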; further: the source names both 10 and 20 µM as test concentration; values of inactives mirror those of a sister screen read the other way
* marks the source's active call; other numbers are inactive results. Compounds were not picked by outcome; 6.7% or so of the library scored in one or more.

Screening CCCC(=O)OC1CC(C)N(C(=O)c2ccccc2)c2ccc(C)cc21 (configuration not stated) returned SENP1 inh -1.3, PfG6PD inh -7.6, MPTP inh -4.5, NR3A LBD binder 0.6, SENP6 block 1.2, SENP8 block 10.3, ATG4B inh 2.6 and hIAP activ 0.895.
Screening CCOC(=O)c1sc(NC(=O)C2CC(=O)N(c3ccccc3OC)C2)nc1C (configuration not stated) returned SENP1 inh 0.3, PfG6PD inh 0.0, MPTP inh -0.8, NR3A LBD binder -1.8, SENP6 block -11.0, SENP8 block 12.4, ATG4B inh -7.1 and hIAP activ 1.11.
`O=C(OCC(=O)N1CCN(C(=O)c2ccco2)CC1)c1ccccc1C(=O)c1ccccc1` gave SENP1 inh 0.4, PfG6PD inh -2.2, MPTP inh 1.1, NR3A LBD binder -0.7, SENP6 block 7.9, SENP8 block 25.1, ATG4B inh -8.2 and hIAP activ 1.08.
For CC(/C=C1\SC(=S)N(NS(=O)(=O)c2ccc(C)cc2)C1=O)=C\c1ccccc1 the results were SENP1 inh 6.6, PfG6PD inh -6.5, MPTP inh 53.6*, NR3A LBD binder -6.0, SENP6 block -12.7, SENP8 block 38.3, ATG4B inh 62.1* and hIAP activ 0.986.
For O=C(c1cccc(Br)c1)N1CCCc2ccccc21 the results were SENP1 inh 0.7, PfG6PD inh 13.1, MPTP inh 0.2, NR3A LBD binder -1.6, SENP6 block 4.5, SENP8 block 8.0, ATG4B inh 3.3 and hIAP activ 0.999.
For CC1CCCCN1C(=O)CSc1nnc2c(n1)[nH]c1ccc(F)cc12 (configuration not stated) the results were SENP1 inh -0.2, PfG6PD inh -21.7, MPTP inh -0.2, NR3A LBD binder -3.7, SENP6 block -22.6, SENP8 block 2.5, ATG4B inh -7.7 and hIAP activ 0.998.
COc1ccccc1NC(=S)N1CCC(NC(=O)c2ccco2)CC1 was read as SENP1 inh 1.5, PfG6PD inh 7.9, MPTP inh -3.4, NR3A LBD binder 1.3, SENP6 block -19.9, SENP8 block 10.2, ATG4B inh -3.4 and hIAP activ 1.11.
Screening CC(CC(=O)N(C)C1CCCCC1)S(=O)(=O)c1ccc2c(c1)NC(=O)CO2 (configuration not stated) returned SENP1 inh 0.3, PfG6PD inh 15.5, MPTP inh -1.4, NR3A LBD binder -2.8, SENP6 block -1.6, SENP8 block 7.4, ATG4B inh -3.5 and hIAP activ 0.976.
`Cc1ccc(C(=O)NNC(=O)c2ccncc2)cc1C` gave SENP1 inh 1.2, PfG6PD inh -17.2, MPTP inh 5.1, NR3A LBD binder 2.0, SENP6 block -4.8, SENP8 block 12.8, ATG4B inh 4.5 and hIAP activ 0.855.
For O=C(Nc1ccccc1)OCc1cnc(Cl)s1 the results were SENP1 inh 4.2, PfG6PD inh 10.4, MPTP inh 1.6, NR3A LBD binder 0.4, SENP6 block -4.4, SENP8 block 12.6, ATG4B inh -3.5 and hIAP activ 1.05.

A stretch from the list above, for reference:
`Cc1ccc(C(=O)NNC(=O)c2ccncc2)cc1C` gave SENP1 inh 1.2, PfG6PD inh -17.2, MPTP inh 5.1, NR3A LBD binder 2.0, SENP6 block -4.8, SENP8 block 12.8, ATG4B inh 4.5 and hIAP activ 0.855.
For O=C(Nc1ccccc1)OCc1cnc(Cl)s1 the results were SENP1 inh 4.2, PfG6PD inh 10.4, MPTP inh 1.6, NR3A LBD binder 0.4, SENP6 block -4.4, SENP8 block 12.6, ATG4B inh -3.5 and hIAP activ 1.05.

Additional compounds follow.
Screening O=C(CN(c1cccc(Cl)c1)S(=O)(=O)c1ccc(Cl)cc1)NCc1ccccn1 returned SENP1 inh -1.1, PfG6PD inh -12.7, MPTP inh -2.3, NR3A LBD binder -0.9, SENP6 block -9.7, SENP8 block 5.1, ATG4B inh 0.0 and hIAP activ 1.08.
For COc1cccc(NC(=O)C(C)C)c1 the results were SENP1 inh 1.5, PfG6PD inh 13.6, MPTP inh -1.9, NR3A LBD binder 1.6, SENP6 block -14.8, SENP8 block 8.1, ATG4B inh 3.1 and hIAP activ 1.06.
For CCOC(=O)Cc1csc(NC(=O)COc2c(C)cccc2C)n1 the results were SENP1 inh 1.9, PfG6PD inh -2.0, MPTP inh 2.9, NR3A LBD binder -0.7, SENP6 block 11.5, SENP8 block -0.5, ATG4B inh 0.8 and hIAP activ 1.03.
Clc1cccc(CSc2nnc([C@@H]3CCCN3)o2)c1 was read as SENP1 inh 1.4, PfG6PD inh -8.5, MPTP inh 0.4, NR3A LBD binder -1.4, SENP6 block 5.1, SENP8 block 9.9, ATG4B inh -1.2 and hIAP activ 1.06.
`Cc1ccsc1C(=O)Nc1ccccc1N1CCOCC1` gave SENP1 inh 2.0, PfG6PD inh -11.8, MPTP inh 0.7, NR3A LBD binder 8.2, SENP6 block 5.9, SENP8 block 9.6, ATG4B inh -5.1 and hIAP activ 0.903.
Screening Cc1nnc(SCC(=O)NC23CC4CC(CC(C4)C2)C3)s1 returned SENP1 inh -2.1, PfG6PD inh -1.7, MPTP inh -4.4, NR3A LBD binder 1.2, SENP6 block -7.6, SENP8 block 6.9, ATG4B inh -15.3 and hIAP activ 1.08.
`CC1CCc2nc(/C(C#N)=C/c3cccnc3)sc2C1` (configuration not stated) gave SENP1 inh -52.6, PfG6PD inh 17.4, MPTP inh 0.6, NR3A LBD binder -2.4, SENP6 block -2.3, SENP8 block -353.6, ATG4B inh 7.9 and hIAP activ 0.992.
`COc1ccccc1Nc1ccc(C(=O)NCc2cccs2)cn1` gave SENP1 inh -0.9, PfG6PD inh -9.0, MPTP inh -2.5, NR3A LBD binder -2.5, SENP6 block 1.0, SENP8 block -36.3, ATG4B inh -2.4 and hIAP activ 1.14.
Cc1cc(=O)n2[nH]c(C(=O)O)nc2n1 was read as SENP1 inh -0.1, PfG6PD inh -11.6, MPTP inh 0.2, NR3A LBD binder -1.6, SENP6 block 7.7, SENP8 block 6.5, ATG4B inh 7.3 and hIAP activ 1.13.
`CC1Cc2ccccc2N1C(=O)CSc1nc(-c2ccco2)cc(C(F)(F)F)n1` (configuration not stated) gave SENP1 inh 0.6, PfG6PD inh 2.1, MPTP inh 2.0, NR3A LBD binder 0.5, SENP6 block -4.2, SENP8 block 3.7, ATG4B inh -0.8 and hIAP activ 0.875.
`O=C(O)CCCCCNC(=O)C(=O)C1C(=O)Nc2ccccc21` (configuration not stated) gave SENP1 inh 0.6, PfG6PD inh 0.2, MPTP inh 0.9, NR3A LBD binder 0.3, SENP6 block 5.7, SENP8 block 23.1, ATG4B inh -4.3 and hIAP activ 1.01.
CC(C)(C)OC(=O)N1CCN(Cc2ccc(F)c(B(O)O)c2)CC1 was read as SENP1 inh -2.1, PfG6PD inh -20.9, MPTP inh 1.1, NR3A LBD binder -0.3, SENP8 block 4.5 and ATG4B inh 1.9.
NC(=O)C1(C(N)=O)OC1c1ccc(Cl)cc1Cl (configuration not stated) was read as SENP1 inh 1.7, PfG6PD inh -2.9, MPTP inh 0.0, NR3A LBD binder -1.3, SENP6 block -19.9, SENP8 block 22.7, ATG4B inh 0.5 and hIAP activ 0.979.
Screening O=C(c1cc2cc(F)ccc2[nH]1)N1CCCC(Nc2ccc(F)cc2)C1 (configuration not stated) returned SENP1 inh 0.5, PfG6PD inh 8.5, MPTP inh 0.7, NR3A LBD binder -9.8, SENP6 block -15.6, SENP8 block -1.0, ATG4B inh 28.5 and hIAP activ 1.05.
For COc1ccccc1N1CCN(C(c2cccs2)C(C)NC(=O)C(=O)N2CCCCC2)CC1 (configuration not stated) the results were SENP1 inh 1.2, PfG6PD inh -13.2, MPTP inh 0.6, NR3A LBD binder 1.8, SENP6 block -6.9, SENP8 block 6.8, ATG4B inh 3.1 and hIAP activ 1.24.
For Cc1ccc(-c2oc3ncnc(N)c3c2-c2ccc(C)cc2)cc1 the results were SENP1 inh -2.2, PfG6PD inh -9.2, MPTP inh 16.0, NR3A LBD binder -1.0, SENP6 block 3.8, SENP8 block -276.0, ATG4B inh 8.9 and hIAP activ 1.14.
For NS(=O)(=O)c1cccc(NC(=O)Cn2cc(C(F)(F)F)cc(Cl)c2=O)c1 the results were SENP1 inh -0.1, PfG6PD inh 8.8, MPTP inh 1.4, NR3A LBD binder -1.0, SENP6 block -7.1, SENP8 block 2.2, ATG4B inh -2.8 and hIAP activ 0.899.
O=[N+]([O-])c1ccc(S(=O)(=O)N/N=C/c2ccco2)cc1 was read as SENP1 inh 2.3, PfG6PD inh 2.7, MPTP inh 0.7, NR3A LBD binder 1.5, SENP6 block 4.2, SENP8 block 9.7, ATG4B inh 0.8 and hIAP activ 0.979.
`CC1CCN(C(=O)c2[nH]cnc2C(=O)NCCCCCNC(=O)OC(C)(C)C)CC1` gave SENP1 inh -0.1, PfG6PD inh 6.9, MPTP inh -0.1, NR3A LBD binder 0.2, SENP6 block -1.4, SENP8 block 7.9, ATG4B inh -11.6 and hIAP activ 1.2.
For Cc1cccc(NS(=O)(=O)c2c(C)nc3scc(C)n3c2=O)c1 the results were SENP1 inh 0.5, PfG6PD inh -13.8, MPTP inh 0.8, NR3A LBD binder -1.2, SENP6 block -8.1, SENP8 block 2.4, ATG4B inh 5.9 and hIAP activ 1.13.
`Cc1c2c(nc3nc4ccccc4n13)CC(C)(C)CC2=O` gave SENP1 inh -0.9, PfG6PD inh -14.0, MPTP inh 1.8, NR3A LBD binder -2.8, SENP6 block -20.1, SENP8 block -34.5, ATG4B inh 3.1 and hIAP activ 1.03.
CCOc1cc(C(=S)N2CCOCC2)ccc1OS(=O)(=O)c1ccc(C)cc1 was read as SENP1 inh -0.1, PfG6PD inh 2.1, MPTP inh 1.2, NR3A LBD binder 4.2, SENP6 block -4.6, SENP8 block 17.8, ATG4B inh -4.2 and hIAP activ 0.962.
Screening CCCOc1ccc(C(=O)NCC(c2cccs2)N(C)C)cc1 (configuration not stated) returned SENP1 inh -1.3, PfG6PD inh -21.5, MPTP inh -0.2, NR3A LBD binder -1.1, SENP6 block -2.3, SENP8 block 1.9, ATG4B inh 0.5 and hIAP activ 1.22.
Screening Cc1ccc(C(=O)NCC(=O)OCC(=O)c2ccc(C)c([N+](=O)[O-])c2)cc1 returned SENP1 inh 1.2, PfG6PD inh -18.5, MPTP inh 0.4, NR3A LBD binder 5.6, SENP6 block 6.8, SENP8 block 16.7, ATG4B inh -9.8 and hIAP activ 0.907.
Screening Cc1ccc(S(=O)(=O)N(C)C[C@H]2OCCCC[C@@H](C)Oc3ccc(N(C)C)cc3C(=O)N([C@H](C)CO)C[C@@H]2C)cc1 returned SENP1 inh -0.9, PfG6PD inh 23.6, MPTP inh 0.3 and SENP8 block -45.4.
`CCOc1ccc(/C=N/n2cnnc2)cc1` gave SENP1 inh 2.6, PfG6PD inh -4.4, MPTP inh -0.3, NR3A LBD binder -13.8, SENP6 block -11.6, SENP8 block 20.0, ATG4B inh -11.5 and hIAP activ 0.857.
CCCCC(=O)Nc1nc2c(s1)COc1ccccc1-2 was read as SENP1 inh -1.6, PfG6PD inh -5.3, MPTP inh -0.4, NR3A LBD binder 0.5, SENP6 block 22.0, SENP8 block -2.0, ATG4B inh -1.2 and hIAP activ 0.962.
Cc1cc(NC(=O)C2CC2)n(-c2nc3ccccc3s2)n1 was read as SENP1 inh -3.9, PfG6PD inh 3.9, MPTP inh -1.2, NR3A LBD binder -0.2, SENP6 block 13.3, SENP8 block -7.8, ATG4B inh 7.5 and hIAP activ 0.975.
